OX1R antag-1: blocks the human orexin 1 receptor; O43613; OX1R-expressing cells, FRET antagonist read-out; inhibition, % at 6.6 µM; 1.8% of 330,000 active; AID 485270; in the data active means inhibition mostly above about 38%, no sharp cut-off; inactive means mostly below about 40%;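 further: 0% = agonist challenge alone and 100% = reference antagonist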
Target sequence (O43613 whole entry, looked up): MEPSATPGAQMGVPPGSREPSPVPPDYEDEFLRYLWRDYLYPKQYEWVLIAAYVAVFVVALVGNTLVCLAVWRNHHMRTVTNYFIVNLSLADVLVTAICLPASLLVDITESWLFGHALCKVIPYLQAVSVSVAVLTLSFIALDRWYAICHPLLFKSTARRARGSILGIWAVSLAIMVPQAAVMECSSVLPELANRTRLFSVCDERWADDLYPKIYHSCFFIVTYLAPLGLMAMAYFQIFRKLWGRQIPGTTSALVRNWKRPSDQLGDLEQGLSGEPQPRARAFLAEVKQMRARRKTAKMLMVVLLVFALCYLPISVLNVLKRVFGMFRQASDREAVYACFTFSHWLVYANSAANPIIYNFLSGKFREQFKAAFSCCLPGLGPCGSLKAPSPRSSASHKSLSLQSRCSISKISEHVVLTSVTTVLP
OX1R antag-2: blocks the human orexin 1 receptor; CHO/OX1R cells, Fluo-8 calcium fluorescence, orexin A; 0.43% of 330,000 active; AID 434989; inhibition, % at 5 µM;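 active means inhibition above its plate's threshold, mean inhibition of all tested compounds on the plate plus 3 SD, cut at about 37% in these data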;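 further: 0% = orexin A challenge wells and 100% = SB-334867-A antagonist wells; not every result past the cut was called active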
* hit, by the source's call.

Structure	OX1R antag-1	OX1R antag-2
O=C(NCc1cccnc1)C1CCN(S(=O)(=O)c2cccs2)CC1	8	-9
Cc1cc(C)c(C(=O)Nc2ccc(C)c(C)c2)c(CC(C)(C)C(=O)O)c1	8	-19
NS(=O)(=O)c1ccc(CCNC(=O)Cc2cccs2)cc1	6	-8
Cc1ccc(N2CC(C(=O)NCCS(=O)(=O)N3CCN(c4ccccc4)CC3)CC2=O)cc1C (centres undefined)	6	-34
Cc1ccccc1-n1ccnc1SCC(=O)NCc1ccco1	16	-17
Cc1nc(NCCc2ccc(S(N)(=O)=O)cc2)c2c3c(sc2n1)CCC3	12	-18
CCNC(=O)NC(=O)C(C)OC(=O)Cc1coc2cc3c(cc12)CCC3 (centres undefined)	16	-37
CSc1nccc(N/N=C/c2ccccc2)n1	10	-39
Cc1cc(C)cc(N2CC(O)=C(c3nc4ccccc4c(=O)[nH]3)C2=N)c1	27	-30
O=C(N/N=C\c1cc(Cl)ccc1O)c1ccc(S(=O)(=O)N2CCCCC2)cc1	14	-10
CCC1CCCCN1CCCNC(=O)CC1Oc2ccccc2NC1=O (centres undefined)	9	-7
CN(C)c1ccc(/C=N/Nc2ccc(-n3ccnc3)nn2)cc1	39	-18
CC(C)c1nc2c([nH]1)c(=O)n(C)c(=O)n2C	15	3
CN1CCN(C(=O)COCc2cc(-c3ccc4c(c3)OCO4)on2)CC1	4	0
CC1(CC(=O)N/N=C/c2cc3c(cc2Br)OCO3)OCCO1	9	-9
Cc1cc(C(=O)N/N=C/c2ccccc2)c(C)o1	6	-6
O=C(COC(=O)C1CCN(S(=O)(=O)c2cccs2)CC1)c1ccc2c(c1)OCCO2	5	7
COc1ccc(C(C)(C)C)cc1NC(=O)C1CC=CCC1C(=O)O (centres undefined)	5	-12
Cc1cc(SCC(=O)OCC(=O)NCC2CCCO2)c(C)cc1Br (centres undefined)	10	-18
COc1cccc(CN(C)C(=O)c2ccc(OCC(=O)N3CCOCC3)c(OC)c2)c1	10	-26
CCCC(C)NC(=O)c1ccc(OCc2ccc(Cl)cc2)c(OC)c1 (centres undefined)	13	-23
CCOC(=O)c1c(C)[nH]c(C)c1C(=O)COC(=O)c1cc2ccccc2cc1O	72*	0
CCOC(=O)N1CCN(CCC(=O)Nc2cc([N+](=O)[O-])ccc2OC)CC1	29	-20
O=C(NCCCN1CCCC1=O)c1ccc(S(=O)(=O)Nc2ccccc2F)cc1	3	-6
O=C1c2ccccc2C(=O)N1CCCCSc1nnnn1-c1ccccc1	11	-22
COc1cc2nc3occc3c(OC)c2cc1OC	21	-9
Cc1nc(-c2ccc(F)cc2)c(CC(=O)N2CCN(S(=O)(=O)c3cccc(Cl)c3)CC2)s1	6	-32
Cn1c2ccccc2c2ncn(Cc3ccc(F)cc3)c(=O)c21	6	-29
COc1ccc(/C=N/NC(=O)c2ccco2)cc1OCc1ccccc1	15	-8
Nc1nonc1-n1nnc(C(=O)N/N=C/c2ccc(Br)cc2)c1-c1ccc2c(c1)OCO2	-1	-1
O=C(COC(=O)Cn1cnc2ccccc2c1=O)NCC12CC3CC(CC(C3)C1)C2	9	-21
COC(=O)c1cc(Br)c(=O)n(CCN2CCCCC2)c1	5	-16
CC(=O)c1ccc(NC(=O)C2(c3ccccc3)CC2(Cl)Cl)cc1 (centres undefined)	4	4
Cc1ccc(C2=NN(CC(=O)NCCN(CC(C)C)CC(C)C)C(=O)CC2)cc1	0	-36
CC(C)NC(=O)C1(O)c2ccccc2NC(=O)N1c1ccc(Cl)c(Cl)c1 (centres undefined)	6	-19
NC(=O)c1ccc(NC(=O)COC(=O)CCC(=O)c2ccc(Cl)cc2)cc1	16	-2
Cc1nnc(NC(=O)C2CC(=O)N(c3ccc4c(c3)OCCO4)C2)s1 (centres undefined)	6	-3
COc1ccccc1C(=O)NC(CCSC)C(=O)NCc1ccccn1 (centres undefined)	7	-14
CCN(CC)C(=O)c1c([N+](=O)[O-])c(C(C)(C)C)nn1C	-1	-8
COc1ccc(-c2nc3nc(N)nn3cc2C)cc1F	13	2
CCc1cccc(NS(=O)(=O)c2c(C)nc3scc(C)n3c2=O)c1	11	-4
O=C(O)CCC(=O)N1CCN(S(=O)(=O)c2ccc3ccccc3c2)CC1	17	-2
CCOc1ccc(N2C(=O)c3cccnc3C2=O)cc1	17	-13
O=S(=O)(c1ccccc1)N1CCn2c(nc3ccccc32)C1	12	-7
CCC(CC)=N/N=C/c1c(O)n(CC)c2cc(C3=NNC(=O)CC3)ccc12	35	-13
c1ccc(Cn2nnc3c(NCc4ccc5c(c4)OCO5)ncnc32)cc1	9	-9
CNC(=O)c1c(Cl)cnn1-c1ccccc1	28	-13
O=C(COC(=O)CNC(=O)c1ccccc1Cl)Nc1cc(C(F)(F)F)ccc1Cl	5	-10
Cc1ccc(NC(=S)NC(C)CCc2ccccc2)cc1C (centres undefined)	8	-20
CN(C)S(=O)(=O)c1ccc(N2CCCC2)c(C(=O)NNC(=O)COc2ccccc2F)c1	15	-15

Compound profiles, from the list above. Values in the order: OX1R antag-1, OX1R antag-2
CN(C)S(=O)(=O)c1ccc(N2CCCC2)c(C(=O)NNC(=O)COc2ccccc2F)c1 is listed as 15, -15
CCc1cccc(NS(=O)(=O)c2c(C)nc3scc(C)n3c2=O)c1 is listed as 11, -4
O=C(COC(=O)CNC(=O)c1ccccc1Cl)Nc1cc(C(F)(F)F)ccc1Cl is listed as 5, -10

New compounds follow
Structure	OX1R antag-1	OX1R antag-2
CC(C)C[C@H](NC(=O)[C@@H]1Cc2c([nH]c3ccccc23)C2c3ccccc3C(=O)N21)C(=O)NCC1CCCO1 (some centres undefined)	11	-7
O=C(C(=O)N1CCCC1)c1c[nH]c2ccccc12	-9	-6
CCN(CC(=O)Nc1c(F)cccc1F)C(=O)CSCC(=O)Nc1cccc(C)c1	27	-13
CC(=O)Nc1ccc(C2(O)COc3ccccc3O2)cc1 (centres undefined)	12	-18
CC1(C)Cc2ccccc2-c2nc(NCCO)n(-c3ccccc3)c(=O)c21	28	-10
CC(Sc1nnc(C2CC2)n1C)C(=O)Nc1ccc2c(c1)CCC2 (centres undefined)	7	-2
c1ccc(OCCOc2ncnc3sccc23)cc1	20	-15
CN(C(=O)c1nc(-c2ccccc2)n(-c2ccccc2)n1)C1CCS(=O)(=O)C1 (centres undefined)	-1	-14
COc1cccc(C(=O)NCCS(=O)(=O)NCCc2ccc(OC)c(OC)c2)c1	24	-19
Cc1csc(SCC(=O)Nc2ncc(Cl)c(C)c2Cl)n1	18	-33

Sorted by value in OX1R antag-2 (lowest first): some entries from above
Structure	OX1R antag-1	OX1R antag-2
Cc1csc(SCC(=O)Nc2ncc(Cl)c(C)c2Cl)n1	18	-33
CC1(C)Cc2ccccc2-c2nc(NCCO)n(-c3ccccc3)c(=O)c21	28	-10
O=C(C(=O)N1CCCC1)c1c[nH]c2ccccc12	-9	-6

Going on with the list:
Structure	OX1R antag-1	OX1R antag-2
CCN(CC)c1ccc(/C=N/Nc2ccc(C)cc2)c(O)c1	9	-10
O=C1c2cccc3c(Cl)ccc(c23)C(=O)N1O	52*	53*
CCC(=O)N1CCc2cc(S(=O)(=O)CCC(=O)Nc3ccc(OC)cc3)ccc21	3	-11
Cc1ccccc1NC(=S)C1=C(O)c2sccc2N(C)S1(=O)=O	8	5
Cc1nn(CC(=O)O)c(C)c1NC(=O)c1cccs1	5	12
O=C(NCCCN1CCC(Cc2ccccc2)CC1)C1CC(=O)N(C2CCCC2)C1 (centres undefined)	12	-15
CCn1c(SCC(=O)NC(C)C(C)C)nc2cc(S(=O)(=O)N3CCOCC3)ccc21 (centres undefined)	25	-24
Cc1cc(C)c(C#N)c(SCc2cc3c(cc2Cl)OCO3)n1	17	13
Cc1cc(NC(=O)CCC(=O)N(CCc2ccccc2)C(C(=O)NC2CCCC2)c2ccco2)no1 (centres undefined)	20	-1
COC(=O)CSC1=C(C#N)C(c2sccc2C)CC(=O)N1 (centres undefined)	12	-10
Cc1ccc(/C(N)=N/OC(=O)COc2ccccc2Cl)cc1	9	-7
Cc1ccccc1CC(=O)Nc1ccc2c(C)cc(=O)oc2c1	4	-17
CCOc1cc(Br)c(C(=O)O)cc1OC	2	-10
COc1ccc(-c2cc(=O)c(C(=O)c3ccc(C)cc3)n[nH]2)cc1	13	-13
O=C(/C=C/c1cnc2ccccc2n1)NC12CC3CC(CC(C3)C1)C2	17	-9
Cc1cc(C)n(C(=O)CCCn2cc([N+](=O)[O-])cn2)n1	-1	-2
CN(C)S(=O)(=O)Nc1ccc2c(c1)Cc1ccccc1-2	17	7
Cc1c(Cl)cccc1NC(=O)CSc1nnc(C)n1-c1ccccc1	1	-14
Cc1oc(-c2ccccc2F)nc1CS(=O)CC(=O)NC1CCCC1 (centres undefined)	3	-13
COc1ccc(NS(=O)(=O)c2ccc(C)c(C(=O)N(C)Cc3ccc(OC)cc3OC)c2)cc1	8	-29
CC(=O)Nc1ccc(NC(=O)C(C)Sc2n[nH]c(-c3ccc(C)cc3)n2)cc1 (centres undefined)	20	-8
O=C(CC(=O)c1ccccc1)Nc1cccnc1Cl	7	-15
Cc1ccc2nc(-c3ccc(SCC(=O)Nc4nnc(C)s4)nc3)[nH]c2c1	24	-9
O=C(O)CCC(=O)CCC(=O)c1ccccc1	9	-12
O=C(CCl)Nc1ccc(Oc2cnc3ccccc3n2)cc1	11	-12
CC(=O)Nc1c(NCC(C)C)c2ccccc2oc1=O	13	-12
O=C1c2ccccc2-c2onc3ccc(NCc4ccco4)c1c23	82*	62*
COc1ccccc1OCc1nc(-c2cccc([N+](=O)[O-])c2)no1	29	-29
NC(=O)CCNC(=O)c1ccc(Cl)cc1	18	-11
N#Cc1c(NC(=O)CSc2nnc(-c3ccccc3)o2)sc2c1CCCC2	16	-14
CN1CCN(c2ccc(C(=O)c3cn(-c4ccc(F)c(Cl)c4)nn3)cc2)CC1	14	-14
Cc1sc2ncnc(N3CCC(C(=O)N(C)CC(=O)Nc4ccccc4Br)CC3)c2c1C	24	-25
CCCCc1nnc(NC(=O)CSc2nc(O)c(Cc3ccccc3)c(=O)[nH]2)s1	13	-9
CCOC(=O)c1[nH]cnc1C(=O)NC1CCCCC1	12	-29
Cc1ccc(O)c(-c2cc(C(=O)Nc3c(C)n(C)n(-c4ccccc4)c3=O)[nH]n2)c1	23	-8
Cc1ccc(/C=C2/Sc3ccc(C(=O)N4CCN(c5ccccn5)CC4)cc3NC2=O)cc1	9	-27
Nc1[nH]n(-c2ccccc2)c(=O)c1N=Nc1ccccc1	52	-2
COc1cc(CN(C)CC2CCCN(CCc3ccc(F)cc3)C2)c(Cl)cc1O (centres undefined)	6	-20
Cc1cccc(CC2CC(=O)N(c3ccccc3)C2=O)c1 (centres undefined)	7	-55
CCS(=O)(=O)N1CCC(C(=O)NCCc2ccccc2)CC1	3	7
COc1cccc(NC(=O)CN(C)C(=O)c2cc(S(=O)(=O)N3CCCCCC3)ccc2OC)c1	-1	-27
C[C@H](CO)N1C[C@H](C)[C@@H](CN(C)C(=O)NC2CCCCC2)Oc2ccc(NS(=O)(=O)c3ccccc3)cc2C1=O	11	1
C=CCOc1ccc(C2C(C#N)=C(N)N(Nc3ccccc3)C3=C2C(=O)CC(C)(C)C3)cc1OC (centres undefined)	17	-26
COc1cccc(/C=C/C(=O)Nc2ccc(C(=O)Nc3cccc(S(N)(=O)=O)c3)cc2)c1OC	14	-18
O=C(Cn1c(=O)oc2ccccc21)c1ccccc1	10	-2
O=C(C(=O)N1CCCC1CO)N1CCCC1CO (centres undefined)	4	2
Clc1ccc(/C=N/N2CCCCC2)cc1	1	6
CCN(CC)CCNS(=O)(=O)c1ccc(Cl)cc1	11	-16
CSc1ccc(Cl)c(C(=O)OCC(=O)N2CC(C)OC(C)C2)c1 (centres undefined)	8	-10
O=C(NCc1cccc(C(F)(F)F)c1)C1CC(c2ccc(C(F)(F)F)cc2)=NO1 (centres undefined)	19	-9

(more compounds)
Structure	OX1R antag-1	OX1R antag-2
COc1ccc(N(C(=O)c2cccnc2)S(=O)(=O)c2cccc([N+](=O)[O-])c2)cc1	26	-12
Fc1ccc(Nc2nc(N3CCOCC3)c3ccccc3n2)cc1	22	-26
O=c1oc2cc([N+](=O)[O-])ccc2nc1/C=C(\O)c1cccc(Br)c1	38	-2
Cc1[nH]c2ccccc2c1C(=O)CSC(=S)N1CCOCC1	16	-4
O=[N+]([O-])c1ccc(-c2csc(Nc3ccccc3)[n+]2Cc2ccccc2)cc1	23	-36
Cc1cc(Br)ccc1NC(=O)CNC(=O)CSc1nccn1C	5	-4
Cc1cccc(NS(=O)(=O)c2ccc(C(=O)N3CCCCCC3)cc2)c1C	2	-19
CCOc1ccc(-c2[nH]ncc2-c2ccccc2)c(O)c1	-1	7
COC(=O)c1cccc(NC(=O)C2COc3ccccc3O2)c1C (centres undefined)	7	-29
COc1cccc(/C=C2\SC(=O)N(CCC(=O)NNC(=O)c3cccc(Cl)c3)C2=O)c1	33	-20
CCn1cc(/C=N\NC(=O)c2c[nH]c3ccccc23)c(C)n1	23	-12
O=C(/C=C/c1ccccc1)N1CCN(c2ccccn2)CC1	2	-5
CC(C)NC(=O)CCCc1c[nH]c2ccccc12	35	0
O=C(CCN1CCOCC1)Nc1cc(C(=O)Nc2ccccc2F)ccc1N1CC2CC(C1)c1cccc(=O)n1C2 (centres undefined)	4	-23
Cc1cc2cc(CNC(=O)c3cccc([N+](=O)[O-])c3)ccc2[nH]1	9	2
O=C(O)/C(=C\c1cccc(F)c1)c1ccc(S(=O)(=O)N2CCCC2)s1	7	-12
CCCCCCc1c(O)nc(SCCN(C)C)[nH]c1=O	21	-8

Screens as filed in PubChem BioAssay.
